From PubChem BioAssay
ELG1 genotox = genotoxicity induction in ELG1-luciferase HEK293T cells; hit rate 1.3% among 330,000; HEK293T ELG1-luciferase reporter, luminescence, 16 h; AID 504466; Potency, µM (doses to about 46 µM), for the others: at the highest dose activity change, positive = activation, actives largely listed as activators; also: potency is read from the fitted curve at half-maximal effect; % of control where 0% means no effect; nearly all actives have a fitted effect of over 60% in size
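Screening used a luciferase reporter fused to human ELG1 in HEK293T cells. Luminescence was read on a CCD plate imager after 16 hr exposure and 30 min ONE-Glo incubation.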
ASM inhibitor = inhibitors of human secretory acid sphingomyelinase; placental ASM, HMU-PC fluorogenic substrate, 60 min; Potency, µM (highest dose often 57.5 µM), for the others: at the top dose activity change, negative = inhibition, hits mostly inhibitors; hit rate 0.006% among 340,000; AID 504937; also: potency is read from the fitted curve at half-maximal effect
Target sequence (P17405 47-631 limits assumed): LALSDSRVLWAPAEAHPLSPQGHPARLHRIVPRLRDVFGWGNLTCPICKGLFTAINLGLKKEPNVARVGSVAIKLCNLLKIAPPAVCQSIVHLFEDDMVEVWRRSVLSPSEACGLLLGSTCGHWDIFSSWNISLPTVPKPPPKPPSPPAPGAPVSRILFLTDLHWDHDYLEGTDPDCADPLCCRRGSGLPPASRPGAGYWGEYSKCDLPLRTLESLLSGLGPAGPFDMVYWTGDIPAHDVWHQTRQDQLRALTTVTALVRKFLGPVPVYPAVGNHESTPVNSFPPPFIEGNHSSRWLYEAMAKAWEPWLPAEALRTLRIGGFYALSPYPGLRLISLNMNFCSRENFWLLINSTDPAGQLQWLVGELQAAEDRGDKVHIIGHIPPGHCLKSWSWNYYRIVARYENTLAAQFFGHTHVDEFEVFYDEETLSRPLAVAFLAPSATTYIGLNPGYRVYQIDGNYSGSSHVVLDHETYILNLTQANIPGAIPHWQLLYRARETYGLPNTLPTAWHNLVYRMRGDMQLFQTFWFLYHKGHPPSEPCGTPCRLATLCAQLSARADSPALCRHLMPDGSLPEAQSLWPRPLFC
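qHTS format. ASM enzyme prepared from human placenta hydrolyses the fluorogenic substrate HMU-PC0 (9 uM final) over 60 min at 37 °C after a 10 min compound preincubation.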
p53 reactivation = mutant p53 re-activation in reporter cells; Potency, µM (highest dose often 92.2 µM), for the others: top-dose activity change, positive = activation, hits mostly activators; H1299 p53-A138V BP100-luciferase reporter, luminescence, 24 h; hit rate 0.063% among 320,000; AID 504706; also: potency is read from the fitted curve at half-maximal effect; % of control where 0% means no effect; nearly all actives have a fitted effect of over 45% in size
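p53-null H1299 cells stably carrying temperature-sensitive p53-A138V and a BP100-luciferase reporter were pinned with compounds (4-point, 1:5 series) and held 24 hrs at 37 deg C. Luminescence was read 10 min after detection reagent.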
a7 integrin act = integrin-mediated muscular dystrophy alleviation activation; AID 624291; alpha7betagal myoblasts, beta-gal FDG fluorescence, 48 h; Potency, µM (top dose mostly 38.3 µM), for inactives: top-dose activation, usual class: activators; hit rate 0.064% among 350,000;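 also: potency is read from the fitted curve at half-maximal effect; 100% = response of the positive control SU9516; nearly all actives have a fitted effect of over 60% in size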
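alpha7betagal+/- myoblasts (passage 13, 250/well) treated 48 h at 37C with compounds at 1:260 dilution of DMSO stock. Lysed, then beta-galactosidase activity read as FDG fluorescence (ex 480/em 540) after 30 min, with pre-read for autofluorescence.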
Eya2 phos inh = Eya2 (human) phosphatase inhibition. O00167. recombinant Eya2, OMFP fluorescence dephosphorylation (OMFP is methylfluorescein phosphate). Potency, µM (doses to about 76.9 µM), for inactives: at the highest dose activity, negative = inhibition, usual class: inhibitors. hit rate 0.006% among 330,000. AID 488837; also: potency is read from the fitted curve at half-maximal effect; % is scaled to controls: 0 for no effect and ±100 for the full control effect
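Eya2 protein (added as 0.2 uM solution) was preincubated with compound for 10 min at ambient temperature in 50 mM HEPES pH 7.5, 50 mM NaCl, 5 uM MgCl2, 0.05% BSA, 1 mM DTT. OMFP (added at 50 uM) then reacted 10 min; fluorescence read at 485/525 nm.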
BRCA1 expr act = increases BRCA1 expression; MCF7-BRCA1-FFLuc reporter, luminescence, 48 h; response scale: scaled: vehicle 0%, 10 µM genistein 100%; Potency, µM (top dose mostly 46.1 µM), for the others: at the highest dose activation, hits mostly activators; hit rate 1.1% among 380,000; also: potency is read from the fitted curve at half-maximal effect; nearly all actives have a fitted effect of over 80% in size; some results filed as inactive show a strong effect at the top dose
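Quantitative HTS in MCF7 cells stably reporting BRCA1 expression via firefly luciferase. Compound treatment lasts 48 h at 37 °C in phenol-red free MEM. Activation is expressed relative to genistein at 10 microM and DMSO.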
USP2a block = inhibitors of human ubiquitin-specific protease USP2a | O75604 | USP2 core, Ub-CHOP2 coupled fluorogenic reporter, 485/531 | Potency, µM (top dose mostly 38.3 µM), inactives show at the highest dose activity change, negative = inhibition, hits mostly inhibitors | hit rate 0.01% among 330,000 | AID 463254;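 also: potency is read from the fitted curve at half-maximal effect; plate controls were DMSO wells for no effect and full inhibition by NEM control for full effect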
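USP2 core (10nM final) preincubated 30min RT with compound in 20mM Tris-HCl pH 8.0, 2mM CaCl2, 2mM beta-mercaptoethanol, 0.05% CHAPS; 25nM Ub-CHOP2 plus 25nM reporter substrate added, fluorescence (Ex485/Em531) read after 60min.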
B2AR arrestin = beta2AR (human) beta-arrestin recruitment activity; P07550; beta-arrestin recruitment to beta2AR, cell-based reporter; Potency, µM (series often up to 46.1 µM), for the others: at the top dose activation, most hits filed as activators; hit rate 0.02% among 330,000;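 also: potency is read from the fitted curve at half-maximal effect; 0% = DMSO controls and full agonism = EC100 isoproterenol or metaproterenol; nearly all actives have a fitted effect of over 65% in size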
uPA surface inh = inhibitors of cell surface uPA generation. cell surface uPA generation assay, qHTS. Potency, µM (doses to about 38.3 µM), for inactives: at the highest dose activity change, negative = inhibition, hits mostly inhibitors. hit rate 0.31% among 330,000; active = well fitted inhibition curve with a large enough effect; inconclusive = small, poorly fitted or top-dose-only effect; inactive = no such curve, though single readings can be large or run the other way; tested in mouse RAW 264.7 cells; also: potency is read from the fitted curve at half-maximal effect; % is scaled to controls: 0 for no effect and ±100 for the full control effect; nearly all actives have a fitted effect of over 55% in size
PTAP TSG101 blk = blocks PTAP/TSG101 interaction to inhibit HIV-1 budding; Fluorescence polarization, FITC-PTAP peptide / Tsg101 binding; Potency, µM (highest dose often 115 µM), for the others: top-dose activity change, negative = inhibition, hits mostly inhibitors; 340,000 tested, under 10 active; AID 493005; active = well fitted inhibition curve with a large enough effect in the main read-out, with a control signal flat, not every such curve was filed as active; inconclusive = small, poorly fitted or top-dose-only effect, or effect the other way, or a change in a side signal; inactive = no such curve, though single readings can be large or run the other way; also: potency is read from the fitted curve at half-maximal effect; % of control where 0% means no effect
Target sequence (Q99816 whole entry, looked up): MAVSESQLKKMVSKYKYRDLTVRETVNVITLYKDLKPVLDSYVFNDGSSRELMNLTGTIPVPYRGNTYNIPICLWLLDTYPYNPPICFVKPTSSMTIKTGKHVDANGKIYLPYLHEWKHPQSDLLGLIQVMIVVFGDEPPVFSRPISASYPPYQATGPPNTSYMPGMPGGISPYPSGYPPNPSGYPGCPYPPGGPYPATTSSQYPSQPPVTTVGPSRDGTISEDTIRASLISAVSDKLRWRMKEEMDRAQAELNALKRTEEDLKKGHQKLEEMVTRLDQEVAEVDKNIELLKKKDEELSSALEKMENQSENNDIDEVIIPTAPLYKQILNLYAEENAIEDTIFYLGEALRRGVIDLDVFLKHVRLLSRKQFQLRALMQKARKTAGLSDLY
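Fluorescence polarization binding of Tsg101 binding domain (10 uM final) to FITC-labeled PTAP peptide (50 nM final) in HEPES pH 7.5 buffer with NaCl, Tween 20, EDTA, TCEP. Compounds added before peptide; binding 20 min at RT.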
TRPV1 ag = activates the human vanilloid receptor TRPV1. Q8NER1. TRPV1-expressing cells, Fluo-8 calcium influx, agonist mode. activation, % at 8.33 µM. hit rate 0.19% among 320,000; in the data active = activation above about 80%; inconclusive = between about 30% and that limit; also: 0% is about no effect
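Fluo-8 calcium influx in TRPV1-expressing cells, kinetic read (ex 480/em 520 nm). Compound added and read 3 min for agonist activity, followed by capsaicin at EC20 final and 2 min further read for enhancement.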
* marks the source's active call; other numbers are inactive results; [ ] = dose if it differs, or a comment. Unless noted, calls follow the shape of the dose curve; as a rule, active = well fitted curve in the direction sought with a large enough effect; inconclusive = small, poorly fitted or top-dose-only effect, or another doubt; inactive = no such curve, though single readings can be large; an effect the other way counts as inactive or inconclusive.

How did COc1cccc(NC(=O)c2cc3c(=O)n4ccccc4nc3n(CC(C)C)c2=N)c1 do in these assays?
ELG1 genotox: -20%; ASM inhibitor: 5%; p53 reactivation: -2%; a7 integrin act: 19%; Eya2 phos inh: 3%; BRCA1 expr act: 0%; USP2a block: 8%; B2AR arrestin: 0.0%; uPA surface inh: 11%; PTAP TSG101 blk: 2%; TRPV1 ag: -2

How did CC1=CC(=O)C=CC1(C)C(Cl)(Cl)Cl (centres undefined) do in these assays?
ELG1 genotox: -2%; ASM inhibitor: -1%; p53 reactivation: -4%; a7 integrin act: 3%; Eya2 phos inh: -4%; BRCA1 expr act: -11%; USP2a block: -4%; B2AR arrestin: 0.2%; uPA surface inh: 7%; PTAP TSG101 blk: -2%; TRPV1 ag: 2

How did CS(=O)(=O)c1ccc(NC(=O)CCN2C(=O)NC3(CCCC3)C2=O)cc1 do in these assays?
ELG1 genotox: 1%; ASM inhibitor: 4%; p53 reactivation: 2%; a7 integrin act: 3%; Eya2 phos inh: 0%; BRCA1 expr act: -1%; USP2a block: 0%; B2AR arrestin: 5.8%; uPA surface inh: 16%; PTAP TSG101 blk: -2%; TRPV1 ag: -1

Results for Cc1ccc2nc(SCC(=O)Nc3cc(C)on3)c(C)cc2c1 ?
ELG1 genotox: 20%; ASM inhibitor: 4%[11.5 µM]; p53 reactivation: -1%; a7 integrin act: -10%; Eya2 phos inh: -13%; BRCA1 expr act: -29%; USP2a block: -2%; B2AR arrestin: -0.1%; uPA surface inh: 5%; PTAP TSG101 blk: -8%; TRPV1 ag: 23

How did CC(=O)Nc1ccc2nc(-c3cccn3C)[nH]c2c1 do in these assays?
ELG1 genotox: inconclusive; ASM inhibitor: 8%; a7 integrin act: 0%; Eya2 phos inh: 9%; BRCA1 expr act: 91%; USP2a block: -1%; B2AR arrestin: -0.5%; uPA surface inh: -5%; PTAP TSG101 blk: -1%; TRPV1 ag: -4

How did O=C(Oc1cccc(NC(=O)c2ccco2)c1)c1ccc(Br)c(S(=O)(=O)N2CCCCC2)c1 do in these assays?
ELG1 genotox: 1%; ASM inhibitor: -6%; p53 reactivation: 18%; a7 integrin act: 11%; Eya2 phos inh: -7%; BRCA1 expr act: 34%; USP2a block: 3%; B2AR arrestin: 0.2%; uPA surface inh: 4%; PTAP TSG101 blk: -2%; TRPV1 ag: inconclusive

Results for CCN1CCc2[nH]c3ccccc3c2C1 ?
ELG1 genotox: -4%; ASM inhibitor: 7%; p53 reactivation: -1%; a7 integrin act: 1%; Eya2 phos inh: 14%; BRCA1 expr act: -33%; USP2a block: -1%; B2AR arrestin: -0.4%; uPA surface inh: -13%; PTAP TSG101 blk: 3%; TRPV1 ag: 5

Results for CC[C@H](C)[C@H](NC(N)=O)C(=O)NCCc1ccc(OC)c(OC)c1 ?
ELG1 genotox: 2%; ASM inhibitor: -1%; p53 reactivation: 0%; a7 integrin act: 14%; Eya2 phos inh: -4%; BRCA1 expr act: 20%; USP2a block: -1%; B2AR arrestin: -0.2%; uPA surface inh: 0%; PTAP TSG101 blk: 1%; TRPV1 ag: 0

Results for O=C1CSC(=S)N1/N=C/c1c(F)cccc1F ?
ELG1 genotox: -4%; ASM inhibitor: -1%; p53 reactivation: -1%; a7 integrin act: -16%; Eya2 phos inh: 6%; BRCA1 expr act: -22%; USP2a block: 2%; B2AR arrestin: 0.0%; uPA surface inh: 0%; PTAP TSG101 blk: -1%; TRPV1 ag: -2

How did CCNC(=O)COC(=O)C1C(C(=O)OCC)=C(C)NC(C)=C1C(=O)OCC do in these assays?
ELG1 genotox: -1%; ASM inhibitor: 59%[activator]; p53 reactivation: -6%; a7 integrin act: -27%; Eya2 phos inh: -4%; BRCA1 expr act: 5%; USP2a block: 0%; B2AR arrestin: -0.1%; uPA surface inh: 3%; PTAP TSG101 blk: -4%; TRPV1 ag: -2

How did CCS(=O)(=O)N1CCC(C(=O)NCc2cccc(OC)c2)CC1 do in these assays?
ELG1 genotox: 0%; ASM inhibitor: 0%; p53 reactivation: -4%; a7 integrin act: 4%; Eya2 phos inh: 0%; BRCA1 expr act: 1%; USP2a block: -1%; B2AR arrestin: 0.0%; uPA surface inh: -15%; PTAP TSG101 blk: -7%; TRPV1 ag: -1

What do the screens show for `CC(=O)N1CC23C=CC(CC2CC12CCCCCC2)O3` (centres undefined)?
ELG1 genotox: -2%; ASM inhibitor: -1%; p53 reactivation: -2%; a7 integrin act: -12%; Eya2 phos inh: -5%; BRCA1 expr act: -21%; USP2a block: 6%; B2AR arrestin: -0.2%; uPA surface inh: -2%; PTAP TSG101 blk: -11%; TRPV1 ag: 7

What do the screens show for `C=CCN1C(=O)c2ccccc2Sc2ccc(C(=O)NCC(OC)OC)cc21`?
ELG1 genotox: -1%; ASM inhibitor: 2%; p53 reactivation: -6%; a7 integrin act: -30%; Eya2 phos inh: -5%; BRCA1 expr act: -26%; USP2a block: -1%; B2AR arrestin: -0.3%; uPA surface inh: -3%; PTAP TSG101 blk: -1%; TRPV1 ag: 2

What do the screens show for `O=C(CCCC(=O)OCC(F)(F)C(F)F)Nc1ccc(NC(=O)CCCC(=O)OCC(F)(F)C(F)F)cc1`?
ELG1 genotox: -2%; ASM inhibitor: 0%; p53 reactivation: -4%; a7 integrin act: -4%; Eya2 phos inh: -3%; BRCA1 expr act: -1%; USP2a block: 0%; B2AR arrestin: -0.1%; uPA surface inh: 9%; PTAP TSG101 blk: -2%; TRPV1 ag: -4

Results for CCOC(=O)c1c(S(=O)(=O)NCC(=O)N2CCN(c3ccc(OC)cc3)CC2)c(C)n(C)c1C ?
ELG1 genotox: 3%; ASM inhibitor: 0%; p53 reactivation: -15%; a7 integrin act: -16%; Eya2 phos inh: -10%; BRCA1 expr act: -7%; USP2a block: 1%; B2AR arrestin: 0.0%; uPA surface inh: -2%; PTAP TSG101 blk: -5%; TRPV1 ag: 1

What do the screens show for `CCC[N+](CC#CCO)(CC#Cc1ccccc1)CCC`?
ELG1 genotox: -5%; ASM inhibitor: 0%; p53 reactivation: -1%; a7 integrin act: 23%; Eya2 phos inh: 4%; BRCA1 expr act: -6%; USP2a block: -1%; B2AR arrestin: -0.5%; uPA surface inh: 6%; PTAP TSG101 blk: -3%; TRPV1 ag: 1

What do the screens show for `COC(=O)C1=C[C@@H](C(=O)OC)[C@@H]2C3=C(C(=O)C2(C)C)[C@H](C)n2c(=O)n(-c4ccccc4)c(=O)n2[C@@H]3C1`?
ASM inhibitor: 4%; a7 integrin act: 0%; BRCA1 expr act: 3%; uPA surface inh: -11%; PTAP TSG101 blk: -1%

How did COc1ccc(NC(=O)C2CCCN2S(=O)(=O)c2ccc(Cl)cc2)cc1 (centres undefined) do in these assays?
ELG1 genotox: -1%; ASM inhibitor: 0%; p53 reactivation: -1%; a7 integrin act: -6%; Eya2 phos inh: -26%; BRCA1 expr act: -6%; USP2a block: 0%; B2AR arrestin: -0.4%; uPA surface inh: -2%; PTAP TSG101 blk: -2%; TRPV1 ag: 29

How did O=C(O)CN(Cc1ccco1)S(=O)(=O)c1ccc(F)cc1 do in these assays?
ELG1 genotox: 0%; ASM inhibitor: 5%; p53 reactivation: -2%; a7 integrin act: 11%; Eya2 phos inh: 4%; BRCA1 expr act: 0%; USP2a block: 1%; B2AR arrestin: -0.2%; uPA surface inh: 0%; PTAP TSG101 blk: 0%; TRPV1 ag: -2

What do the screens show for `O=C(O/N=C/c1cccc([N+](=O)[O-])c1)C1CC1`?
ELG1 genotox: -1%; ASM inhibitor: 3%; p53 reactivation: -6%; a7 integrin act: 3%; Eya2 phos inh: 8%; BRCA1 expr act: 15%; USP2a block: 0%; B2AR arrestin: 0.5%; uPA surface inh: 7%; PTAP TSG101 blk: -3%; TRPV1 ag: 7

What do the screens show for `COc1ccc(CNC2CCCC2)c(OC)c1OC`?
ELG1 genotox: 1%; ASM inhibitor: -3%; p53 reactivation: -2%; a7 integrin act: 21%; Eya2 phos inh: -10%; BRCA1 expr act: -20%; USP2a block: 2%; B2AR arrestin: 0.1%; uPA surface inh: -3%; PTAP TSG101 blk: -3%; TRPV1 ag: -4

How did CC(=O)Nc1cc(O)cc(O)c1 do in these assays?
ELG1 genotox: 2%; ASM inhibitor: -2%; p53 reactivation: -2%; a7 integrin act: -7%; Eya2 phos inh: 5%; BRCA1 expr act: 9%; USP2a block: 5%; B2AR arrestin: -0.3%; uPA surface inh: 8%; PTAP TSG101 blk: -2%; TRPV1 ag: -3

Results for O=C(Cn1cc2c(n1)CCCC2)Nc1ccccc1Br ?
ELG1 genotox: 1%; ASM inhibitor: 1%; p53 reactivation: 3%; a7 integrin act: 24%; Eya2 phos inh: 1%; BRCA1 expr act: 1%; USP2a block: -1%; B2AR arrestin: 2.8%; uPA surface inh: 3%; PTAP TSG101 blk: -2%; TRPV1 ag: 24
